Growth percent in the NCI-60 one-dose screen (48 h, 10 µM unless noted): 100 = growth as untreated, 0 = no growth, -100 = all killed.
NCI/ADR-RES = NCI/ADR-RES ovarian cells. 81,000 tested, 4.4% active
NCI-H226 = NCI-H226 lung cancer | 79,000 tested, 3.5% active | AID 1794732
NCI-H322M = NCI-H322M lung cancer; 80,000 tested, 2.7% active; AID 1794733
HCT-116 = HCT-116 colon cancer; 82,000 tested, 7.3% active
NCI-H522 = NCI-H522 lung cancer | 78,000 tested, 8% active | AID 1794739
HCT-15 = HCT-15 colon cancer. AID 1794746. 82,000 tested, 5.2% active
COLO 205 = COLO 205 colon cancer | 79,000 tested, 7.3% active | AID 1794742
NCI-H23 = NCI-H23 lung cancer | 80,000 tested, 4% active
NCI-H460 = NCI-H460 lung cancer; 82,000 tested, 6.8% active; AID 1794736
Numbers without * were called inactive; x = not tested or not shown; & = joins results of further samples. How the source made its calls: active means growth percent below 10; inactive means the rest. Not a hit list, and some 12% of all compounds hit somewhere here.

Below each SMILES: NCI-H522	NCI/ADR-RES	HCT-15	NCI-H460	NCI-H226	HCT-116	NCI-H322M	COLO 205	NCI-H23
CCCCCCCCCCCC(=O)NC(CCC(=O)O)C(=O)O (stereo unspecified)
 : 88	112	101	105	99	101	99	115	102
ClC1c2ccccc2CCc2ccccc21
 : 77	116	88	114	97	73	94	97	89
CC(=O)Nc1nonc1-c1nc2ccccc2n1Cc1ccncc1
 : 88	102	104	103	92	101	108	102	104
NC(=O)c1c(NC(=O)c2ccc(F)cc2F)sc2c1CCC(=O)C2
 : 10	33	12	109	88	11	100	99	18
COc1cccc(/C=N\NC(=O)c2ccncc2)c1O
 : x	25	24	16	62	12	19	50	58
CN(C)C(C)(CO)CO
 : x	96	101	103	102	95	96	107	102
CN1C(=O)/C(=C/c2cccs2)c2ccccc21
 : 92	106	93	99	94	100	x	119	98
CC(C)(C)n1cc(-c2ccnc(NCCNS(=O)(=O)c3ccccc3)c2)c(-c2ccccc2)n1
 : 81	92	64	92	89	76	92	79	80
O=C(CN1CCN(CCN2C(=O)c3cccc4cccc(c34)C2=O)CC1)Nc1nc2ccccc2s1
 : 83	92	79	97	123	89	98	121	97
CC1c2ccccc2N(S(=O)(=O)c2ccccc2)C1C (stereo unspecified)
 : 77	70	71	115	88	86	102	98	89

(list continues)
Below each SMILES: NCI-H522	NCI/ADR-RES	HCT-15	NCI-H460	NCI-H226	HCT-116	NCI-H322M	COLO 205	NCI-H23
N=c1sc(Cc2ccc(F)cc2)cn1CC(=O)c1ccc(Br)cc1
 : 74	97	69	92	93	86	87	118	99
C/C(C=O)=C/c1ccccc1
 : 95	112	103	107	92	109	117	x	101
N/C(=N\c1nc2ccccc2s1)NC(=O)Nc1cccc(Cl)c1
 : 17	12	18	15	55	16	53	26	59
CC(C)(C)c1cc(CNCCNCc2cc(C(C)(C)C)cc(C(C)(C)C)c2O)c(O)c(C(C)(C)C)c1
 : 105	101	109	102	94	100	102	109	99
COc1ccc(/C=C2\Oc3cc(O)ccc3C2=O)cc1OC
 : 90	106	104	104	x	107	100	122	107
O=C(Nc1nc(-c2ccccc2Cl)cs1)c1cc(-c2ccccc2)nc2ccc(Cl)cc12
 : 79	16	12	102	74	5.0*	94	88	51
COc1ccc(-c2nc3ncccn3c2-c2nnc(-c3ccc(F)cc3)o2)cc1
 : 106	94	94	101	97	99	101	113	98
N#C/C(=C/c1cc(I)cc(I)c1O)C(N)=O
 : 89	102	102	104	92	100	92	113	103
CC(C)OC(c1ccc2c(c1)OCO2)C(C)Br (stereo unspecified)
 : 92	109	100	108	88	96	95	121	99
CCN(CC)CC(O)CNc1ccc(NCC2CO2)c2c1C(=O)c1ccccc1C2=O (stereo unspecified)
 : -74*	-1.6*	-38*	-44*	0.1*	-11*	-17*	-41*	-43*

Continuation:
Below each SMILES: NCI-H522	NCI/ADR-RES	HCT-15	NCI-H460	NCI-H226	HCT-116	NCI-H322M	COLO 205	NCI-H23
CSC1=NCCCN1
 : 96	108	100	109	108	102	x	110	106
Fc1ccccc1-c1nc(C(Cl)Cl)nc2cc(-c3ccccc3)nn12
 : 88	78	53	79	90	67	90	57	71
CC(=O)/C(=C/n1c(=S)sc2ccccc21)C(=O)Nc1ccccc1C
 : 97	99	106	102	77	109	108	103	91
COc1ccc2nc(NC(=O)c3cc(-c4ccc(OC)c(OC)c4)n4nc(-c5ccccc5)cc4n3)sc2c1
 : 96	105	111	110	99	108	107	104	101
O=C(C[n+]1cccc2c3ccccc3ccc21)c1ccc(Cl)cc1
 : 75	87	77	54	68	19	63	47	59
Cc1nc2sc(C(=O)Nc3ccc(Cl)cc3)c(N)c2c(C)c1Br
 : 84	92	100	99	74	95	88	92	94
Clc1ccc(Nc2ccnc3cc(Cl)ccc23)cc1
 : 74	84	90	88	96	89	88	139	102
COc1ccc(-c2nc(Nc3cc(C)[nH]n3)c3ccccc3n2)cc1
 : 8.3*	74	42	29	41	30	78	3.0*	60
O=C(c1cccc(F)c1)n1ccc2cc(NC(=S)Nc3cccnc3)ccc21
 : 87	105	90	99	112	105	99	115	100
CC(=O)OC(C)CN(CC(C)OC(C)=O)C(=O)C(C)OC(C)=O (stereo unspecified)
 : 87	101	95	99	104	100	110	105	100

(more compounds)
Below each SMILES: NCI-H522	NCI/ADR-RES	HCT-15	NCI-H460	NCI-H226	HCT-116	NCI-H322M	COLO 205	NCI-H23
CC1(C)C(=O)C=C(N2CCCCC2)c2ccccc21
 : 92	82	94	103	105	84	70	94	79
CCOC(=O)c1ccc2c(c1)c1c(C)c3cnccc3c(C)c1n2C
 : -79*	-33*	-65*	-17*	-34*	-85*	-14*	-64*	-51*
O=[N+]([O-])c1ccc(O)c(C2CCCCC2)c1
 : 64	86	85	80	89	77	107	116	66
COc1cccc(Nc2nc(NCCO)c3ccccc3n2)c1
 : 71	64	89	x	x	72	86	108	86
O=c1oc(-c2ccc(Cl)cc2)nc2cc(Cl)ccc12
 : 89	102	107	95	89	87	89	92	89
c1ccc2nc3c4ccccc4c4ccccc4c3nc2c1
 : 91	95	110	96	89	90	95	97	94
COc1ccc(OC)c(C2C3=C(CC(C)(C)CC3=O)N(c3ccc(Cl)c(Cl)c3)C3=C2C(=O)CC(C)(C)C3)c1
 : 96	102	99	106	x	105	109	109	102
O=c1c(Cc2ccc(F)cc2)cc(-c2ccccc2)nn1Cc1ccccc1
 : 59	56	74	86	66	65	97	97	72
CCOC(=O)C1=C(CSC(=S)NC2CCCCC2)N(C)C(=O)NC1c1ccc2c(c1)OCO2 (stereo unspecified)
 : 86	100	95	103	102	89	98	129	98
COc1ccc(C2C3=C(COC3=O)N(CCO)c3cc4c(cc32)OCCO4)cc1OC (stereo unspecified)
 : -14*	65	31	10	41	18	51	-4.7*	34

Going on with the list.
Below each SMILES: NCI-H522	NCI/ADR-RES	HCT-15	NCI-H460	NCI-H226	HCT-116	NCI-H322M	COLO 205	NCI-H23
CC(C)Sc1nc(Oc2ccc(/C=C3/SC(=O)NC3=O)cc2)c(C#N)c(-c2ccc(F)cc2)n1
 : 77	87	76	71	82	77	93	108	75
Cc1ccc(O)cn1
 : 99	104	106	115	107	114	116	122	93
COc1cc(CCCOC(=O)/C=C/c2ccc(O)cc2)cc(OC)c1O
 : 71	83	92	102	101	85	104	108	88
C/C(O)=C(/C=N/C(=S)Nc1ccccc1)C(=O)Nc1ccccc1C
 : 95	103	97	106	96	109	104	110	103
O=C(NCc1ccccc1Br)C1CSC2c3ccccc3C(=O)N12 (stereo unspecified)
 : 80	98	95	x	97	91	97	x	103
CCOC(=O)C1=Cc2c(-c3cc(Cl)ccc3O)nc(N)nc2C(C)(C)C1
 : 93	92	93	111	97	98	94	110	100
COC(=O)[C@]12CC[C@@H](C)[C@H](C)[C@@H]1C1=CC[C@@H]3[C@@]4(C)C(c5ncon5)=C[C@@](C)(CO)C4=CC[C@@]3(C)[C@]1(C)CC2
 : -78*	6.2*	-65*	-33*	-35*	-83*	22	-46*	-26*
COc1ccc(C(=O)c2ccc(OC)cc2O)c(O)c1
 : 72	108	101	110	102	101	96	105	103
COc1ccc(/C=C2\C=C(c3ccc(Cl)c(Cl)c3)NC2=O)cc1
 : 93	103	103	100	90	93	94	115	103
C=CCn1c(SCC(=O)Nc2ccc(C(=O)/C=C/c3cc(OC)c(OC)c(OC)c3)cc2)nnc1-c1cc(-c2ccc(S(C)(=O)=O)cc2)nc2ccccc12
 : 86	91	70	97	85	27	93	111	86

Single records, as listed above. Order of values: NCI-H522 | NCI/ADR-RES | HCT-15 | NCI-H460 | NCI-H226 | HCT-116 | NCI-H322M | COLO 205 | NCI-H23
Record of Cc1ccc(O)cn1 : 99 | 104 | 106 | 115 | 107 | 114 | 116 | 122 | 93
Record of C/C(O)=C(/C=N/C(=S)Nc1ccccc1)C(=O)Nc1ccccc1C : 95 | 103 | 97 | 106 | 96 | 109 | 104 | 110 | 103
Record of COc1ccc(/C=C2\C=C(c3ccc(Cl)c(Cl)c3)NC2=O)cc1 : 93 | 103 | 103 | 100 | 90 | 93 | 94 | 115 | 103
Record of O=C(NCc1ccccc1Br)C1CSC2c3ccccc3C(=O)N12 (stereo unspecified) : 80 | 98 | 95 | x | 97 | 91 | 97 | x | 103
Record of COc1cc(CCCOC(=O)/C=C/c2ccc(O)cc2)cc(OC)c1O : 71 | 83 | 92 | 102 | 101 | 85 | 104 | 108 | 88

Next entries.
Below each SMILES: NCI-H522	NCI/ADR-RES	HCT-15	NCI-H460	NCI-H226	HCT-116	NCI-H322M	COLO 205	NCI-H23
COc1ccc(/C(C)=C(\c2ccc(OCCN3CCCCCC3)cc2)c2ccc(OC(=O)Cc3ccccc3)cc2)cc1
 : 92	96	87	100	93	80	96	120	89
CC(=O)C(C(c1ccccc1)N1CCCc2ccccc21)N1CCOCC1 (stereo unspecified)
 : 85&78	100&97	96&108	108&114	94&92	70&88	102&101	99&108	96&90
S=C(Cc1ccccc1)N1CCN(c2ccc(Cl)cc2)CC1
 : 88	105	88	102	91	84	100	107	101
CC(C)C(=O)Nc1nc2c(s1)CCCc1ccn(S(=O)(=O)c3ccccc3)c1-2
 : 70	94	94	103	94	79	90	110	87
Cc1ccc2[nH]c(=O)cc(N=[N+]=[N-])c2c1
 : 69	94	99	94	83	87	107	91	92
COc1ccc2oc(=O)cc(Cn3nnc(C(=O)O)c3C)c2c1
 : 81	101	102	101	97	90	97	109	102
Oc1ccc(-c2ncc(-c3cccnc3)o2)cc1
 : 96	95	82	93	104	104	90	101	94
Cn1nc(N)c(S(=O)(=O)c2ccccc2)c1Nc1ccccc1
 : 118	101	101	111	103	98	100	119	106
Ic1ccc(SSc2ccc(I)cc2)cc1
 : 87	101	100	x	91	84	100	124	98
COC(=O)c1ccc2ccc3ccccc3c2c1
 : 114	96	102	109	83	95	94	114	84

3 compounds picked at random from the list so far, as already listed:
Below each SMILES: NCI-H522	NCI/ADR-RES	HCT-15	NCI-H460	NCI-H226	HCT-116	NCI-H322M	COLO 205	NCI-H23
COC(=O)c1ccc2ccc3ccccc3c2c1
 : 114	96	102	109	83	95	94	114	84
Cc1ccc2[nH]c(=O)cc(N=[N+]=[N-])c2c1
 : 69	94	99	94	83	87	107	91	92
CC(C)C(=O)Nc1nc2c(s1)CCCc1ccn(S(=O)(=O)c3ccccc3)c1-2
 : 70	94	94	103	94	79	90	110	87

Next results follow.
Below each SMILES: NCI-H522	NCI/ADR-RES	HCT-15	NCI-H460	NCI-H226	HCT-116	NCI-H322M	COLO 205	NCI-H23
C[C@]12CCc3nc(Nc4ccccc4)sc3C1=CC[C@@H]1[C@@H]2CC[C@]2(C)/C(=N/NC(N)=S)CC[C@@H]12
 : 32	54	-12*	70	16	-46*	82	58	60
O=c1cc(C2NNC(=S)N2)c2cc(Cl)ccc2o1 (stereo unspecified)
 : 96	103	105	109	101	102	102	113	98
COc1ccc(C(=O)/C=C/c2cc(-c3cc4ccccc4o3)n(-c3ccccc3)n2)cc1OC
 : 98	98	98	105	98	100	100	110	101
CC(=O)Nc1nc(=O)n(CC(=O)c2cccs2)cc1F
 : x	110	106	102	97	106	94	100	106
Cc1ccn2ncnc2c1
 : 115	109	97	106	97	103	105	119	105
COc1ccc2[nH]c(=O)c(CSc3nccc(-c4ccc(Cl)cc4)n3)cc2c1
 : -32*	12	36	9.4*	-26*	-30*	45	21	34
COc1cc2oc(-c3cccc(NC(=O)[C@@H](NC(=O)[C@@H](NC(=O)OC(C)(C)C)C(C)C)C(C)C)c3)cc(=O)c2c(OC)c1OC
 : 81	98	92	102	96	91	95	112	105
c1ccc2c(c1)oc1c3c(ccc12)NCCC3
 : 81	98	81	99	91	96	92	114	86
CCOC(=O)C(CC1CCCCC1)C(C)=O (stereo unspecified)
 : 97	96	99	106	90	90	97	115	93
CCN(CC)c1ccc(/C=C2/C=Cc3ccccc32)cc1
 : 88	119	81	100	104	72	96	114	77
O/N=C/c1ccncc1
 : 84	105	104	106	107	118	110	108	101
CCN(CC)CCOCCOC(=O)C(CC)(CC)c1ccccc1
 : 97	84	93	98	102	87	99	95	95
CCOC(=O)Cc1csc(NC(=O)NCn2c(=O)[nH]c3ccccc3c2=O)n1
 : 97	104	104	108	107	97	105	106	103

Source: PubChem
